All columns: NCI-60 one-dose screen, growth in % after 48 h at 10 µM unless noted; 100 = growth as untreated, 0 = no growth, -100 = all killed.
HL-60(TB): HL-60(TB) leukemia cells; 9% of 78,000 active; AID 1794776; active means growth percent below 10
* hit, by the source's call; & = joins results of further samples.

smiles	HL-60(TB)
CCCCC(CC)COC(C)=O (configuration not stated)	100
CCN(C(=O)CCl)C(C)(C)C(SSSC(c1ccc(Cl)cc1)C(C)(C)N(CC)C(=O)CCl)c1ccc(Cl)cc1 (configuration not stated)	42
O=C(Oc1cccc(O)c1)c1ccccc1	88
Cc1sc2c(c1C)c(=O)nc1c(-c3ccccc3)n[nH]n12	100
NC(=Nc1ccccc1)C(N)=Nc1ccccc1	90
Cc1ccc[n+](CC(=O)c2ccc(Br)cc2)c1	106
Nc1nc(=O)[nH]c(N)c1N	106
O=c1[nH]c(CN/N=C/c2ccc([N+](=O)[O-])cc2)nc2ccccc12	93
COC1=Nc2ccccc2/C=C\c2ccccc21	100
Cc1ccc2c(c1)C(=O)c1c-2c(OCCCN(C)C)nc2ccccc12	35
CCOC(=O)/C=C/c1cc2cc(-c3csc4ccccc34)ccc2[nH]1	32
COC(=O)/C(CCC=C(C)C)=C1\[C@@H](OC(C)=O)C[C@@]2(C)[C@H]1C[C@@H](O)[C@H]1[C@@]3(C)CC[C@H](NC(=O)c4cnccn4)[C@@H](C)[C@@H]3CC[C@@]12C	100
O=C(c1ccc(O)cc1)C1[C@H](c2ccc(Cl)cc2)[C@@H](c2ccccc2)NC12C(=O)Nc1ccccc12 (some centres not stated)	-33*
CC(C)OC(=O)N1CCN(C(=O)OC(C)C)CC1	79
COc1cc(OC)c(NC(=O)C2=C(C)NC(C)=C(C(=O)Nc3cc(Cl)c(OC)cc3OC)C2c2cccc([N+](=O)[O-])c2)cc1Cl	80
CC(C)Cc1nc(Nc2ccccc2)[nH]c(=O)c1C#N	58
O=C1C=CC(=O)N1c1ccc(Br)cc1Cl	18
c1ccc2c(c1)ccc[n+]2CCCCC[n+]1cccc2ccccc21	101
COCCOP(=O)(N1CC1C)N1CC1C (configuration not stated)	106
O=C1c2ccccc2C(=O)N1CCS	98
COC(C)(C)C1CCC(C)=CC1c1cc(O)ccc1O (configuration not stated)	77
Cc1oc2c(C)c3oc(=O)cc(C)c3cc2c1CCl	71
COc1ccc2c(c1)C=CC1(O2)Oc2ccc(OC)cc2C=C1C (configuration not stated)	-3.1*
CCNC(=S)N(Cc1ccccc1)Cc1ccccc1	96

Filtered by structure: the entries above with sulfur (5)
smiles	HL-60(TB)
CCN(C(=O)CCl)C(C)(C)C(SSSC(c1ccc(Cl)cc1)C(C)(C)N(CC)C(=O)CCl)c1ccc(Cl)cc1 (configuration not stated)	42
Cc1sc2c(c1C)c(=O)nc1c(-c3ccccc3)n[nH]n12	100
CCOC(=O)/C=C/c1cc2cc(-c3csc4ccccc34)ccc2[nH]1	32
O=C1c2ccccc2C(=O)N1CCS	98
CCNC(=S)N(Cc1ccccc1)Cc1ccccc1	96

(listing goes on)
smiles	HL-60(TB)
Cc1cc(Br)c2nsnc2c1[N+](=O)[O-]	38
CN1CCN(C(=O)c2cc(-c3ccc4ncnc(N5CCc6cc(F)c(Cl)cc65)c4c3)cnc2N)CC1	-32*
Cc1ccnc2c1NC(=O)c1cccnc1N2C1CC1	111
CC1C(c2ccccc2)OCCN1C(=S)NC(=O)c1ccccc1 (configuration not stated)	93
CSc1ncc(Br)c(N2CC2)n1	86
Nc1c(C(=O)Nc2ccc(Cl)cc2)cc(-c2nc3ccccc3s2)c(=O)n1NS(=O)(=O)c1ccc(Cl)cc1	100
Cc1cc(=O)oc2cc(O)c(N)cc12	149
COc1ccc(CN2CCc3c(Sc4ccc(C(C)C)cc4)nc(N)nc3C2=O)c(OC)c1	85
CCCCCCCn1ncc2c(N[C@H](C)c3ccccc3)ncnc21	89
CC1N=COC1S(=O)(=O)Nc1ccc(N/C=C/C(=O)c2cc3c(ccc4ccccc43)oc2=O)cc1 (configuration not stated)	95
COc1ccc(C(Nc2nc(C)cs2)c2cn(C)c3ccccc23)cc1 (configuration not stated)	63
N#CC1=C(N)Oc2c(ccc3ccccc23)C1c1ccc([N+](=O)[O-])cc1 (configuration not stated)	70
COc1cc(/C=C/C(=O)c2ccc(NC(=O)CSc3nnc(-c4cc(-c5ccc(S(C)(=O)=O)cc5)nc5ccccc45)n3-c3ccccc3)cc2)cc(OC)c1OC	100
CC(=O)Nc1ccc(CCNC(=O)c2ccc3ccccc3c2O)cc1	71
C=CCn1c(SC/C(=N\O)c2ccccc2)nnc1-c1ccc(OC)c(OC)c1	72
Oc1c(Cl)cc(Cl)cc1C1N2CCCCC2C2c3cccn3-c3ccccc3N21 (configuration not stated)	99
O=C(CN1CCN(c2cc(=O)n(-c3ccccc3)c3ccccc23)CC1)N(c1ccccc1)c1ccccc1	72
c1ccc(N[n+]2ccc3ccccc3c2)cc1	114
CSc1nc2c(c(=O)n1C)CN(c1ccccc1)C(=O)CN2	94
Cn1ncc2c(=O)nc3c(-c4ccccc4)n[nH]n3c21	107
O=c1oc2ccccc2c2nc3c(ccc4ccccc43)cc12	86
O=C(N=Nc1c(O)[nH]c2ccc(F)cc12)c1cc2ccccc2[nH]1	79
O=C(OCCCN1CCCCC1)c1noc2cc([N+](=O)[O-])ccc12	87
O=C(O)/C(=C\c1cc2c(cc1[N+](=O)[O-])OCO2)c1cc2c(cc1Br)OCO2	99

An excerpt of these results, as labelled records.
canonical_smiles: N#CC1=C(N)Oc2c(ccc3ccccc23)C1c1ccc([N+](=O)[O-])cc1 (configuration not stated)
  HL-60(TB): 70

canonical_smiles: COc1cc(/C=C/C(=O)c2ccc(NC(=O)CSc3nnc(-c4cc(-c5ccc(S(C)(=O)=O)cc5)nc5ccccc45)n3-c3ccccc3)cc2)cc(OC)c1OC
  HL-60(TB): 100

canonical_smiles: CC(=O)Nc1ccc(CCNC(=O)c2ccc3ccccc3c2O)cc1
  HL-60(TB): 71

canonical_smiles: C=CCn1c(SC/C(=N\O)c2ccccc2)nnc1-c1ccc(OC)c(OC)c1
  HL-60(TB): 72

Next records follow.
smiles	HL-60(TB)
COc1cc2c(c(OC)c1OC)CCC(c1cccc(C(=O)Nc3cccc(Br)c3)c1)O2 (configuration not stated)	101
C[N+]1(CC(=O)c2ccccc2)CCc2ccccc2C1 (configuration not stated)	110
Cc1ccc(C(=O)c2ccc3nc(-c4ccc(F)cc4)n(C)c3c2)cc1	98
ClCCN(CCCl)c1ccc(CNc2ccccc2)cc1	34
CC/C=C(\C)C1(CC)C(=O)NC(=S)NC1=O	99
N#Cc1c(-c2ccc(C(F)(F)F)cc2)cc(NCCn2ccnc2)n2c1nc1ccccc12	89
COC(=O)c1cc(-c2ccncc2)[nH]c(=O)c1C#N	97
CCOC(=O)C1OC1(c1ccccc1)c1ccccc1 (configuration not stated)	89
O=C1c2c(c3c4cc(O)ccc4oc3c3[nH]c4ccccc4c23)C(=O)N1O	9.2*
O=C1OC(=O)C2C1C(c1ccccc1)N1C3C(=O)OC(=O)C3C(c3ccccc3)N21 (configuration not stated)	120
O=S(=O)(Nc1ccc(C(F)(F)F)cc1)c1ccc(-c2cnc(C3CC3)o2)cc1	106
CC1=[N+](C)C(C)(C)CC(C)O1 (configuration not stated)	115
Cn1cc2c(c1)-c1[nH]c(=O)ncc1CC2	110
COc1cnc2c(c1)C(=O)c1c-2n(CCCN2CCN(CCO)CC2)c(=O)c2cc([N+](=O)[O-])ccc12	13
CCOC(=O)c1cc(C(=O)OC)n2ccc3ccccc3c12	109
CCCn1c(=O)[nH]c(N)c(C(c2ccccc2F)c2c(N)[nH]c(=O)n(CCC)c2=O)c1=O	92
CC[n+]1c(C)cc(C)c2ccccc21	86
C=CCn1c(SCC(=O)Nc2ccc(C(=O)/C=C/c3cc(OC)c(OC)c(OC)c3)cc2)nnc1-c1cc(OC)c(OC)c(OC)c1	17
C/C(=N\N=C1/C(=O)Nc2ccccc21)c1ccc2c(c1)Nc1ccccc1S2	64
COc1c(F)ccc(C(=O)Nc2ccc3nc(NC(=O)C4CCCN(S(=O)(=O)c5ccc(C(C)(C)C)cc5)C4)sc3c2)c1F (configuration not stated)	67
COc1ccc(C2=NN(C(=O)c3cc(OC)c(OC)c(OC)c3)C(c3c(Cl)cccc3Cl)C2)cc1OC (configuration not stated)	96
NCCCNc1nc(-c2cccnc2)nc2sc3c(c12)CCCCC3	110
Nc1nnc(-c2ccccn2)c(-c2c[nH]c3ccc(Br)cc23)n1	104
COc1cc(C)cc2oc3oc(=O)c(-c4csc(-c5ccccc5)n4)cc3c(=O)c12	101

4 entries from above, with each value named.
CCOC(=O)c1cc(C(=O)OC)n2ccc3ccccc3c12
  HL-60(TB): 109
NCCCNc1nc(-c2cccnc2)nc2sc3c(c12)CCCCC3
  HL-60(TB): 110
COc1c(F)ccc(C(=O)Nc2ccc3nc(NC(=O)C4CCCN(S(=O)(=O)c5ccc(C(C)(C)C)cc5)C4)sc3c2)c1F (configuration not stated)
  HL-60(TB): 67
Cn1cc2c(c1)-c1[nH]c(=O)ncc1CC2
  HL-60(TB): 110

Carrying on.
smiles	HL-60(TB)
Cc1c(C(=O)Nc2nc3ccccc3s2)cnn1-c1c(F)cccc1F	72
C=C1C(=O)O[C@H]2[C@H]1CC/C(Cn1cc(CNC(=O)/C=C/c3c[nH]c4ccccc34)nn1)=C\CC[C@@]1(C)O[C@@H]21	30
CCOc1ncnc2c1ncn2[C@H]1CC2C(CO)C1C[C@@H]2Cl (some centres not stated)	95
COC(=O)c1c(C(=O)OC)c2ccc3c4ccccc4ccc3n2c1C(=O)CBr	94
CCOC(=O)c1ccc[n+]([O-])c1	85
COc1ccc2c(c1C)CCC(C)(C#N)C2=O (configuration not stated)	114
COc1nccc2c(N(C)C(=O)Nc3ccc(N(C)C)cc3)nc(N)nc12	73
Clc1ccc(C2=NCCN2)cc1	107
Cc1ccc(C(=O)NCCCOc2ccc(N)cc2Cl)cc1S(=O)(=O)F	99
O=C1c2ccccc2C(=O)N1CNc1ccccc1	93
COc1ccc(OC)c2c(=O)cc(C(=O)O)[nH]c12	106
COC1=C(C)C(=O)c2c(c(CCCl)c3n2CCC3OC(C)=O)C1=O (configuration not stated)	34
CC(C)c1cc(C(=O)Nc2ccc(-c3nccs3)cc2)no1	56
COc1ccc(OC)c(-c2cc(-c3cc(OC)c(OC)c(OC)c3)nc(N)c2C#N)c1	93
N#CC(Br)C(N)=O (configuration not stated)	90
COC(=O)C1(CC(=O)c2cccc([N+](=O)[O-])c2)NC(=S)NC(=O)C1C#N (configuration not stated)	102
CC(=O)Nc1ccc(NC(=O)/C=C\C(=O)O)cc1	76
COc1ccc(C2CC(c3ccc(N)cc3)=NN2C(=O)c2cc(-c3ccccc3)nc3ccccc23)cc1OC (configuration not stated)	102
N#CC1=C2CCCCC2(O)NC1=O (configuration not stated)	106
COc1ccccc1I	102
CC1=CSC2=NC(c3ccc(N)cc3)=CC(c3ccc(Cl)cc3)N12 (configuration not stated)	93
Cc1ccc(Cc2cnc(NC(=O)C3=NCCCCN3)s2)cc1	97
O=[N+]([O-])c1cc(S(=O)(=O)NCc2ccco2)ccc1N/N=C/c1ccccn1	110
COC(=O)c1c2c(c(C)[n+]([O-])c1C)C(=O)C(NCc1ccccc1)=CC2=O	-3.0*
O=C(/C=C/c1ccc(O)c(O)c1)NCC(=O)NC(Cc1ccccc1)C(=O)O (configuration not stated)	84
O=C(O)Cc1cc(=O)[nH]n(-c2ccccc2)c1=O	95
O=C(O)c1ccccc1C(=O)c1ccc(O)cc1O	97&95
COc1cc2nc(SCc3cc(OC)c(OC)c(OC)c3)n(-c3ccccc3OC)c(=O)c2cc1OC	-16*
COc1ccc(-c2c(-c3nc4ccccc4s3)c(N)nc3c(C#N)c(Nc4ccccc4)nn23)cc1	96
O=S(=O)(c1c(Cl)cccc1Cl)N(Cl)Cl	101
CCOC(=O)N1C/C(=C/c2ccc(Cl)cc2)C(=O)/C(=C/c2ccc(Cl)cc2)C1	61
O=C(Nc1nc(-c2ccccc2)cs1)c1cc(-c2ccc(Br)cc2)nc2ccc(Cl)cc12	107
CC12CCC(C(=O)N(c3nccs3)C1=O)C2(C)C (configuration not stated)	93
COc1ccc2c(C)cc(=O)sc2c1	85
Cc1cc(C)cc(NC(=O)Cn2c(-c3nonc3N)nc3ccccc32)c1	107
COc1c2occc2c(OC)c2c(=O)c(C3=NNC(c4ccc(F)cc4)C3)c(C)oc12 (configuration not stated)	95
Cc1cc(C)c2c(c1)CC(C)(C)CC2=O	92
OCC1OC(n2cnc3c(=S)nc[nH]c32)CC1O (configuration not stated)	76
CCCCc1oc2ccc([N+](=O)[O-])cc2c1C(=O)c1ccc(C#CC2CCCCC2)cc1	102
CC(=O)OCC(COC(C)=O)(COC(C)=O)COC(C)=O	104
CCOC(=O)Cn1c(C)c(/C=N/NC(=O)c2cc3c(ccc4ccccc43)o2)c2ccccc21	0.7*
Cc1cccnc1NC(=O)C(C)c1ccc(Nc2ccnc(C(F)(F)F)c2)cc1 (configuration not stated)	114
COc1cc(-c2nc3ccc(C)cc3[nH]2)ccc1OCC(=O)N=Nc1c(O)[nH]c2ccccc12	-34*
COc1ccc(Cc2nnc(SCC(=O)c3ccc(C)cc3)n2-c2ccccc2)cc1	74
CC(O)C(O)C(O)C(O)CO (configuration not stated)	91
COc1ccc(-c2n/c(=C\c3c(O)[nH]c4ccc(OC)cc34)cc3c2=Nc2ccccc2-3)cc1	81
Cc1nc(Cl)nc(Cl)c1[N+](=O)[O-]	110
NC(=O)SCC(=O)Nc1ccc(O)cc1	92

Screening data deposited in PubChem BioAssay by NCI.

The list is partial. The share of hits here may be higher or lower than overall.
